Screening data deposited in PubChem BioAssay by ICCB-Longwood Screening Facility, Harvard Medical School.
PV pol inh – inhibitors of poliovirus RNA polymerase binding and polymerization. % elongation, % (compound at 16.7 µg/mL). P03300. 0.66% of 150,000 active. poliovirus polymerase elongation, fluorescence polarization; hits give low values; in the data active means % elongation below about 90%; further: some results filed as inactive read as strong as hits
Target sequence (P03300 1749-2209 limits assumed): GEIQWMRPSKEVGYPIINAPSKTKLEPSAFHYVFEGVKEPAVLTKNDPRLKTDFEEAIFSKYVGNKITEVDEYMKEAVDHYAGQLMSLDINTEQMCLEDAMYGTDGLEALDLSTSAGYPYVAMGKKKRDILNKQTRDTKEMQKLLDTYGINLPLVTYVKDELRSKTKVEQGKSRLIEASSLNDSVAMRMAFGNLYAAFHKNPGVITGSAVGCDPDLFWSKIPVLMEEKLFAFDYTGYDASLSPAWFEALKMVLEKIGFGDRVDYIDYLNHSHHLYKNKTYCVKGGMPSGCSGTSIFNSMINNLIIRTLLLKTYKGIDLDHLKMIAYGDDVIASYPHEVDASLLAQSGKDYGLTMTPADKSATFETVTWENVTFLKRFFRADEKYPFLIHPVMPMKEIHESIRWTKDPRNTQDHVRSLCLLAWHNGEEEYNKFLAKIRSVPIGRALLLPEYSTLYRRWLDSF
PV pol inh FP z-score – further read-out of PV pol inh, marked with its call; z-score; measured here: FP z-score; hits read low
* marks the source's active call; other numbers are inactive results; & = joins results of further samples.

SMILES	PV pol inh	PV pol inh FP z-score
Cc1nc2ncccn2c1-c1csc(NCc2ccco2)n1	103	0.4
CCS(=O)(=O)c1ccc2oc(SCC(=O)NC34CC5CC(CC(C5)C3)C4)nc2c1	101	-0.3
CN1CCC(=NNC(=O)COc2ccc(Cl)cc2)CC1	101	0
CCSc1nc2ccccc2n1CC(=O)O	102	0.2
O=C(NCCCc1ccccc1)N1c2ccccc2Sc2ccccc21	102	0.2
CC(=O)N1CCOc2ccc(S(=O)(=O)NC3CCCCCC3)cc21	102	0.2
CC(NC(=O)CSc1nc2ccccc2c(=O)n1N)c1ccccc1 (stereo not given)	100	-0.3
O=C1c2ccccc2C(=O)N1CCCc1nc(-c2ccccc2)no1	103	0.3
COc1cccc(-c2nc3c(c(SCc4ccccc4Cl)n2)Cc2c(CO)cnc(C)c2O3)c1	112	1.1
COc1ccc(CNC(=O)C(=O)NCC(c2cccs2)S(=O)(=O)c2ccc(F)cc2)cc1 (stereo not given)	112	1.1
CCOCCCn1c(=N)c(C(=O)NC2CCCC2)cc2c(=O)n3cccc(C)c3nc21	110	-0.1
O=C(O)C(c1ccccc1)N1C(=O)/C(=C/c2ccncc2)SC1=S (stereo not given)	98	-1.1
CCOc1cc(CC(=O)N[C@@H](CC(C)C)c2ccccc2N2CCCCC2)ccc1C(=O)O	100	0.4
COc1ccc2c(c1)NC(=O)CC(c1ccccc1)=N2	104	0.3
Cc1ccc(NCc2cccn2-c2nnc(N3CCC(C(=O)NCc4ccc(F)cc4)CC3)s2)cc1	106	-1
CC(=O)Nc1cc(-n2cnnn2)ccc1C	100	-0.7
COc1ccccc1N=C(NN)c1ccc2ccccc2n1	102	0.5
COc1ccc2nc(SCC(=O)NN3C(=O)NC4(CCCCC4)C3=O)[nH]c2c1	100	-0.3
CC(C)N1C(=O)/C(=C/c2cccc(Br)c2)SC1=S	102	0.2
CNC(=O)C1CCC(Cn2c(=O)c3sccc3n(Cc3ccccc3)c2=O)CC1 (stereo not given)	106	0
CCc1cc(-c2[nH]ncc2-c2nc(C)cs2)c(O)cc1OC(C)C(=O)NN (stereo not given)	105	0.2
FC(F)(F)c1nc(NCCc2ccccc2)nc2c1CCCCC2	102	0.3
O=C(NC(=O)C(F)(F)F)Nc1nncs1	100	0
CCCOC1(C(F)(F)F)NC(=O)N(Cc2ccccn2)C1=O (stereo not given)	101	0.2
Cc1cc(C)cc(NC(=O)Cn2c(-c3cncs3)nc3ccccc32)c1	106	0.5
COc1cc(NC(=O)c2cc3nc(-c4ccccc4)cc(-c4ccccc4)n3n2)c(OC)cc1Cl	109	0.8
COc1cccc(NC(=O)C2C3C=CC4(O3)C2C(=O)N(Cc2ccc3c(c2)OCO3)C4C(=O)NC2CCCCC2C)c1 (stereo not given)	102	0.6
COc1cc(N=Cc2cccs2)c(OC)cc1Cl	106	0
Cc1cccc(NC(=O)CN2C(=O)C3(SCC(=O)N3c3ccccc3)c3ccccc32)c1 (stereo not given)	107	0.2
Cc1nnc2c3ccccc3nc(Nc3ccc(N4CCOCC4)cc3)n12	101	-0.1

Part of the list above in order of heavy-atom count, ascending:
SMILES	PV pol inh	PV pol inh FP z-score
CC(C)N1C(=O)/C(=C/c2cccc(Br)c2)SC1=S	102	0.2
CNC(=O)C1CCC(Cn2c(=O)c3sccc3n(Cc3ccccc3)c2=O)CC1 (stereo not given)	106	0
COc1cc(NC(=O)c2cc3nc(-c4ccccc4)cc(-c4ccccc4)n3n2)c(OC)cc1Cl	109	0.8

(next part)
SMILES	PV pol inh	PV pol inh FP z-score
CN(C)c1ccc(NC(=S)NC2CCCCC2)cc1	102	0.6
Nc1nc(SCc2ccccc2)ns1	104	0.6
CCOCc1nnc(NS(=O)(=O)c2ccc(Cl)cc2)s1	100	-0.3
Cc1sc2nc(CN3CCCCC3)nc(N)c2c1C	102	0
CCNc1ccc(C(=O)OCC)cc1NC(=O)Nc1ccc(F)cc1	101	-0.1
O=c1ccc(-c2nc3c4c5c(sc4ncn3n2)CCCC5)n[nH]1	101	-0.2
S=C(NCCN1CCOCC1)NNc1c(Cl)cc(Cl)cc1Cl	103	0.2
Cc1nc2c(cnn2-c2ccccc2)c(=O)n1-c1ccccc1	103	0.6
COC(=O)C1C(=O)c2cc(OC)c(OC)cc2C1c1ccccc1 (stereo not given)	104	0.1
Cc1ccc(C)c(N2CCN(S(=O)(=O)c3cc(C(=O)Nc4ccc(Oc5ccccc5)cc4)ccc3F)CC2)c1	101	-1.4
Cc1cccc(Cn2c(=O)n(Cc3ccccc3)c(=O)c3sc4ccccc4c32)c1	103	-0.7
CCc1c(C)sc2c1CCN(C(=O)Nc1ccccc1C(F)(F)F)C2c1ccccc1 (stereo not given)	104	-0.3
CC(=O)NCCSCc1c(F)cccc1Cl	98	-0.8
COc1cc2c(C(=O)N3CCN(c4ccccc4)CC3)cn(CC(C)C)c(=O)c2cc1OC	102	0.3
O=C(CSC1=NS(=O)(=O)c2ccccc2N1)N1CCCc2ccccc21	102	0.1
CCCNC(=O)Cn1c(=O)c2cccn2c2cccnc21	104	-0.5
CCCCNC(=O)NS(=O)(=O)c1ccc(C)cc1	103&100&101	0.9&0.1&0.2
Cc1cc2nc(-c3ccc(Br)cc3)cc(C(F)(F)F)n2n1	108	0.9
CCc1ccccc1NC(=O)C1CCN(c2nn3cc(-c4ccc(C)cc4)nc3s2)CC1	99	-0.8
O=C(COc1ccc2c3c(c(=O)oc2c1)CCC3)N1CCCC1	102	0.1
CC1(C)Oc2ccc(C(=O)N3CCCC3)cc2N(CC(=O)N2CCCCC2)C1=O	101	0.1
CCc1ccc(CNC(=O)c2ccc(NC(=O)N3CCCCc4ccccc43)cc2)cc1	107	0.2
CCN1CCN(c2ncc(C(=O)OC)c3ccccc23)CC1	99	-0.9
C=CCNC(=O)CSc1nc2cc(C)cc(C)c2cc1C#N	102	-0.1
Cn1c(=O)c2c(nc3n2CC(C(C)(C)C)=NN3Cc2cccc3ccccc23)n(C)c1=O	105	0.9
O=C(O)Cn1c2ccc(Br)cc2c2nc3ccccc3nc21	102	0.1
Cc1nn(C(C)C(=O)Nc2ccccc2C(F)(F)F)c(=O)c2c1sc1ccccc12 (stereo not given)	111	0.1
CCC(C)SCc1nc2ccccc2[nH]1 (stereo not given)	105	0.3
CCCCN1C(=O)N(c2nnc(C(C)(C)C)s2)C(=O)C1c1ccc(Cl)c(Cl)c1 (stereo not given)	114	1.4
CCOc1ccc(NC(=O)c2cnn(-c3ccccc3)c2NC(=O)c2ccco2)cc1	103	1

(list continues)
SMILES | PV pol inh | PV pol inh FP z-score
CN(C)c1ccc(CN(CC2CCCO2)S(=O)(=O)c2cccs2)cc1 (stereo not given) | 108 | 0.8
CCOC(=O)c1ccc(NC(=O)CC2C(=O)N(c3ccc(C)cc3)C(=O)N2C2CCCC2)cc1 (stereo not given) | 103 | -1.1
Cc1ccc2cccc(I)c2n1 | 103 | 0.4
COc1cc2ccccc2cc1C(=O)OCC(=O)c1ccc(Cl)cc1 | 97 | -2.2
O=C(Cn1cnc2ccccc21)Nc1ccccc1 | 102 | 0.3
O=C(Nc1cccc2ccccc12)c1ccc(C(F)(F)F)cc1 | 102 | -0.1
CC1=Nc2cccc3cccc(c23)N1 | 101 | -0.2
CCC1(C)NC(C(=O)O)Cc2c1[nH]c1ccccc21 (stereo not given) | 102 | 0.1
Cn1c2c(cc(C#N)c1=O)COC(C)(C)C2 | 101 | 0.1
Cc1cccc(Cn2cc(/C=C(/C#N)C(=O)Nc3cccc(Cl)c3)c3ccccc32)c1 | 105 | 0.1
N#CCC(=O)Nc1ccc(F)cc1F | 103 | 0.2
COc1cc(Cl)c(S(=O)(=O)N2CCN(c3c(C)cccc3C)CC2)cc1Cl | 104 | 0.1
Cc1ccc(NC(=O)CSc2ncc3c(n2)-c2ccccc2N(C)S3(=O)=O)c(Cl)c1 | 104 | -0.2
C[S+](C)c1c(-c2ccccc2)nc2ccccn12 | 102 | 0.1
Cc1[nH]c(-c2ccc(F)cc2)cc1C(=O)N(C)Cc1ccco1 | 104 | 0
COCCCNC(=O)C1CCN(c2ncnc3c2nc2n3CCCCC2)CC1 | 103 | -0.7
O=C(OCCOc1ccc(Br)cc1)c1ccc(Cl)nc1 | 103 | 0.2
Nc1nc(=S)[nH]c2c1C1(CCCC1)Cc1ccccc1-2 | 103 | 0.7
Cc1nn(-c2ccc(F)cc2)c(-n2cccc2)c1C(=O)NCCN1CCOCC1 | 101 | -0.5
O=C(O)c1cccc(N=NN2CCOCC2)c1 | 101 | 0.1
Cc1cc(C=C2C(=O)c3ccccc3C2=O)c(C)n1C | 106 | 1
CCN(CC)C(=O)c1sc2c(c1C)c(=O)n(-c1ccccc1)c(=O)n2CC(=O)N(CC)c1cccc(C)c1 | 107 | 0.3
CCCCN(C)S(=O)(=O)c1ccc2c(c1)oc(=O)n2C | 104 | 0.8
CCCCOc1ccccc1C1CC(=O)Nc2cc(C)c(C)cc21 (stereo not given) | 103 | -0.4
Cc1ccc(NC2=NC(C(=O)Nc3ccc(F)c(Cl)c3)CC(=O)N2)cc1 (stereo not given) | 104 | 0.9
Cc1cc(C(=O)NNc2c(Cl)cc(Cl)cc2Cl)nn1C | 102 | 0.1
CCOC(=O)c1c(N)nn(C(=O)CC)c1-c1ccccc1 | 109 | 0.5
CCNc1cc(NCC)c2noc3c2c1C(=O)c1ccccc1-3 | 112 | 2.1
COc1ccc(OC)c(CNC(=O)c2cc3c(=O)oc4ccc(C)cc4c3s2)c1 | 107 | 0.4
CN1C(C(=O)NC2CCCCC2)=CC(c2ccc(F)cc2)=NS1(=O)=O | 101 | -0.3
COc1ccc(-c2[nH]c(-c3ccc(OC)c(OC)c3)nc2SCC(=O)Nc2ccccc2)cc1 | 111 | -0.4
Cc1ccc2c(c1)-c1c(ssc1=S)C(C)(C)N2C(=O)CN1CCOCC1 | 101 | -0.2
COC(=O)c1cc(NC(=O)Nc2ccc3snnc3c2)cc(C(=O)OC)c1 | 107 | 0
CC(C)CCN1NC2(CCCC(C)C2)NC1=S (stereo not given) | 100 | -0.4
O=C(NCC1COc2ccccc2O1)c1cccc(S(=O)(=O)N2CCOCC2)c1 (stereo not given) | 101 | -0.3
Cc1ccc(N2CC(NC(=O)CCc3ccccc3)CC2=O)cc1C (stereo not given) | 108 | 0.2
CC(C)(C)OC(=O)Nc1cccc(C(=O)OCC(=O)Nc2ccc(N3CCOCC3)cc2)c1 | 100 | 0
Cc1ccc(N2Cc3cc(C)c(C)cc3C2)cc1 | 99 | -0.6
CCN(CC)CCCNC(=O)c1nn(C)c2c1CSc1ccccc1-2 | 112 | 0.2
O=C(NCC(F)(F)F)c1ccc(S(=O)(=O)N2CCCc3ccccc32)cc1 | 99 | -0.6
O=C(Nc1cc(F)ccc1F)c1ccc(CN2CC(=O)N3CCCCC3C2=O)cc1 (stereo not given) | 110 | 0.1
O=C1CCC(c2ccccc2)CC1 | 102 | 0
O=C(N/N=C/c1ccc(OC(F)F)cc1)c1cc(-c2ccco2)nc2ccccc12 | 102 | 0
O=C(O)CCc1nc2cc3ccccc3cc2[nH]1 | 102 | -0.9
CC(CCCC(C)(C)O)CC1OCC(C)O1 (stereo not given) | 102 | 0.5
COc1ccc(-c2nc(C)c(CCNS(=O)(=O)N(C)C)s2)cc1 | 101 | 0
CC(=O)Nc1ccc(SC(F)(F)F)cc1 | 103 | 0.2
O=C(O)c1sc(Nc2ccccc2)nc1-c1ccccc1 | 100 | -0.4
CN(C(=O)c1ccco1)C1(c2ccccc2Cl)CCCCC1=O (stereo not given) | 97 | -0.7
CCc1ccccc1NC(=O)c1cc2c(Cl)nc3ccccc3c2s1 | 105 | 0.2

Single records, as listed above. Screens in order: PV pol inh | PV pol inh FP z-score
CC(=O)Nc1ccc(SC(F)(F)F)cc1 in the list: 103 | 0.2
CCc1ccccc1NC(=O)c1cc2c(Cl)nc3ccccc3c2s1 in the list: 105 | 0.2

(next part)
SMILES | PV pol inh | PV pol inh FP z-score
N#CCCN1C(=O)NC(Cc2ccccc2)(c2ccccc2)C1=O (stereo not given) | 102 | 0
CCCCN(CC)CCCNC(=O)C1CCCN(c2ncnc3c2nc2n3CCCCC2)C1 (stereo not given) | 102 | -0.9
O=S(=O)(Cc1ccccc1Cl)N1CCN(Cc2ccc3c(c2)OCO3)CC1 | 106 | 0.4
CCCS(=O)(=O)Nc1cc(-c2cn3cccc(C)c3n2)ccc1C | 98 | -1.5
CCSc1nnc2c(n1)OC(c1ccc(OC)cc1OC)N(C(C)=O)c1ccccc1-2 (stereo not given) | 106 | 0.4
CCOC(=O)c1ccc(NC(=O)c2ccco2)cc1 | 107 | 0.4
C=CCn1c2ccc(Br)cc2c2n[nH]c(=S)nc21 | 103 | -0.1
Cn1nc(CC(=O)Nc2nn[nH]n2)c2ccccc2c1=O | 103 | 0.5
CCOC(=O)Cc1csc(NC(NC(=O)CC)(C(F)(F)F)C(F)(F)F)n1 | 97 | -0.3
COc1ccc2cc3cc(C(=O)NCCc4ccc(OC)c(OC)c4)oc3nc2c1 | 104 | 1.1
Fc1ccc(C(CCCN2CCN3CCCCCC3C2)c2ccc(F)cc2)cc1 (stereo not given) | 102 | -0.2
Cc1ccc(CNC(=O)c2ccc(Cl)cc2)c(=S)[nH]1 | 106 | 0.3
COc1c(N2CCNC(C)C2)c(F)cc2c(=O)c(C(=O)O)cn(C3CC3)c12 (stereo not given) | 100 | 0.1
Cc1ccc(OCC(O)CN2C(=O)c3ccccc3C2=O)cc1 (stereo not given) | 100 | 0
Nc1ccc(Oc2ccc3c(c2)C(=O)N(CCO)C3=O)cc1 | 102 | 0.1
CC(C)c1ccc(OCc2ccc(C(=O)OCCN3CCCCC3)o2)cc1 | 102 | 0.4

Retrieved by compound from the list above, three records:
SMILES | PV pol inh | PV pol inh FP z-score
COc1c(N2CCNC(C)C2)c(F)cc2c(=O)c(C(=O)O)cn(C3CC3)c12 (stereo not given) | 100 | 0.1
Fc1ccc(C(CCCN2CCN3CCCCCC3C2)c2ccc(F)cc2)cc1 (stereo not given) | 102 | -0.2
CC(C)c1ccc(OCc2ccc(C(=O)OCCN3CCCCC3)o2)cc1 | 102 | 0.4

Some of the compounds tested; count on the stated rates, not on these rows.
